# Screening data as filed in PubChem.
# PfG6PD inh: PfG6PD (Plasmodium falciparum) enzyme inhibition; inhibition, % at 20 µM; hit rate 0.78% among 350,000; PfGluPho enzyme, NADPH resazurin-diaphorase fluorescence;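 active = inhibition reaching at least a set limit at 20 µM in the primary screen, cut at about 59% in these data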;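 also: 0% = DMSO wells with substrate and 100% = DMSO wells lacking glucose-6-phosphate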
# SENP8 inh: SENP8 (human) protease inhibition; recombinant SENP8, Nedd8 substrate fluorescence; inhibition, % at 20 µM; hit rate 0.64% among 360,000; AID 602440; in the data active = inhibition mostly above about 40%, no sharp cut-off; inactive = mostly below about 27%
# Target sequence (Q96LD8 whole entry, looked up): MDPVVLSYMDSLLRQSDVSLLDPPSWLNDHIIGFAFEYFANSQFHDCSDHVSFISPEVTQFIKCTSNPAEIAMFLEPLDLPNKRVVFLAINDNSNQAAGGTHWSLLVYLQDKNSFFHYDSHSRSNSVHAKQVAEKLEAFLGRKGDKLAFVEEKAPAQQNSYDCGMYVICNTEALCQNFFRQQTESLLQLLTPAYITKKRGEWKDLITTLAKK
# hIAP act: human IAP activation. P09923. purified human IAP, CDP-Star luminescence, 30 min; hits give high values; 1 = vehicle-only enzyme, 0 = enzyme-free background. activation factor at 10 µM. hit rate 0.16% among 330,000;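 active = activation factor of the enzyme at least 2-fold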; also: the source names both 10 and 20 µM as test concentration; values of inactives mirror those of a sister screen read the other way
# GRIN3A LBD mod: modulates the human NR3A ligand-binding domain. NR3A LBD differential scanning fluorimetry, Tm shift; 0% = protein alone, 100% = glycine-bound protein. Tm shift relative to glycine control, % at 25 µM. hit rate 2.5% among 340,000. AID 1259313;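 active = melting temperature shift of at least 10% of the positive control shift, at one fixed dose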
# SENP1 FRET inh: blocks the human SENP1 SUMO protease catalytic domain; Q9P0U3; recombinant SENP1 catalytic domain, CyPet-SUMO1-YPet FRET cleavage; inhibition, % at 10 µM; hit rate 0.21% among 360,000;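 active = inhibition at least 30% at 10 µM, raw YFP signal under a set limit, fluorescence ratio 0.5 to 1.5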;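 also: 0% = enzyme with DMSO and 100% = no enzyme wells; some results filed as inactive read as strong as hits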
# Target sequence (Q9P0U3 419-644 limits assumed): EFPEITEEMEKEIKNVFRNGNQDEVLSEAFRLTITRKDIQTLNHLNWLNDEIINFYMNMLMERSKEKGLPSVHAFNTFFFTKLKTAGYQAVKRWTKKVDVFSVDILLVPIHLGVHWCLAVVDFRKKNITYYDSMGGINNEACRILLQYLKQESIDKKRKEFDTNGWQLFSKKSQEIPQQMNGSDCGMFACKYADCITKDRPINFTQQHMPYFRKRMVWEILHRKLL
#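 Assay system: hSENP1 catalytic domain, recombinant. Amount: SENP1 enzyme, 20 pM final. Schedule: 50 min reaction, RT, dark. Technique: FRET, CFP and YFP emission. Control set: no-enzyme wells low, DMSO-plus-enzyme wells high control.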
# ATG4B inh: blocks human ATG4B protease cleavage of LC3 substrate; Q9Y4P1; ATG4B cleavage of LC3-PLA2, NBD-HPC fluorescence, 1 h; inhibition, % at 8.33 µM; hit rate 0.51% among 340,000; in the data active = inhibition above about 40%
# MPTP inh: blocks calcium-induced mitochondrial swelling; isolated mouse mitochondria, Ca2+ swelling absorbance, 30 min; inhibition, % at 10 µM; hit rate 1.4% among 360,000; AID 602449;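 active = inhibition of 50% or more, scaled per plate between neutral and stimulator controls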;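 also: 0% = DMSO wells given calcium and 100% = 1 mM EGTA wells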
# SENP6 inh: inhibitors of human SENP6 protease. Q9GZR1. Recombinant SENP6 catalytic domain, aminoluciferin luminescence. inhibition, % at 10 µM. hit rate 1.8% among 330,000;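 active = inhibition above about 50% at the single tested dose, limit read from the data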;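 also: plate controls were DMSO wells with enzyme for no effect and DMSO wells lacking enzyme for full effect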
# Target sequence (Q9GZR1 628-1112 limits assumed): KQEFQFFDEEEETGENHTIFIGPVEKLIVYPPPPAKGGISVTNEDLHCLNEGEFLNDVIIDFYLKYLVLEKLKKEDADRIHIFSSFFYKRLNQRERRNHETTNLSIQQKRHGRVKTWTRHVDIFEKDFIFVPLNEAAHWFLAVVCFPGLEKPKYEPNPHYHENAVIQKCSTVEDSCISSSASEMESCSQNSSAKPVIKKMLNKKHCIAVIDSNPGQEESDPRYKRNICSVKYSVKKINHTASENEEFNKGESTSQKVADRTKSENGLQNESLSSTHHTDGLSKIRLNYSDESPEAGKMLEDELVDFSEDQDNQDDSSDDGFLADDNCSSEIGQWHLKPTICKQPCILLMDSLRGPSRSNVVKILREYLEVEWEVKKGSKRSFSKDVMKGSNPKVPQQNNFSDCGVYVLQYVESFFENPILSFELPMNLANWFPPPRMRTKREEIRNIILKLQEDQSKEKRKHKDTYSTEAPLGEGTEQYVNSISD
# * marks the source's active call; other numbers are inactive results; / = not tested or not shown.
cpd	mol	PfG6PD inh	SENP8 inh	hIAP act	GRIN3A LBD mod	SENP1 FRET inh	ATG4B inh	MPTP inh	SENP6 inh
1	Cc1c(C(=O)NC(=S)NCC(C)C)oc2ccccc12	2	11	1	18*	2	0	0.0	14
2	COc1ccc(NC(=O)C2(c3ccc(NC(=O)c4ccc(C)cc4)cc3)CCCC2)cc1	0	-104	1	3	1	-3	1.4	4
3	Cc1cccc(NC(=O)CN(C)S(=O)(=O)c2cnc[nH]2)c1	-2	12	1	0	1	-5	-3.4	4
4	CC(C)(C)n1nnnc1CN1CCN(C(c2ccccc2)c2ccccc2)CC1	7	7	0.97	-3	2	-9	-1.0	-2
5	Cn1c(=O)c2c(nc(/C=C/c3cccc(Cl)c3)n2C)n(C)c1=O	3	/	0.88	-2	/	-8	/	9
6	COc1ccc(NS(=O)(=O)c2ccc(NC(=O)Cc3cccs3)cc2)cc1	-10	6	1.1	-1	-1	-13	11	-10
7	CC(C)(C)OC(=O)N[C@@H](C(=O)OC(C)(C)C)c1ccc2c(c1)OCO2	12	14	1.1	3	0	-7	-0.5	-4
8	COc1cccc(C(=O)NC2CCCC2)c1	0	20	1	-1	1	0	-1.1	-5
9	CCOC(=O)c1sc(NC(=S)NC(=O)CC(C)C)cc1C	18	20	1.2	1	1	-2	6.4	-8
10	O=C(Nc1ccc2c(c1)OCO2)C1CCN(C(=O)CSc2ncnc3ccccc23)CC1	14	3	1.4	1	-5	5	8.2	-11

# Entries of single compounds as entered above. Order of values: PfG6PD inh | SENP8 inh | hIAP act | GRIN3A LBD mod | SENP1 FRET inh | ATG4B inh | MPTP inh | SENP6 inh
# CCOC(=O)c1sc(NC(=S)NC(=O)CC(C)C)cc1C across the screens: 18 | 20 | 1.2 | 1 | 1 | -2 | 6.4 | -8
# Cc1cccc(NC(=O)CN(C)S(=O)(=O)c2cnc[nH]2)c1 across the screens: -2 | 12 | 1 | 0 | 1 | -5 | -3.4 | 4

# (cont.)
cpd	mol	PfG6PD inh	SENP8 inh	hIAP act	GRIN3A LBD mod	SENP1 FRET inh	ATG4B inh	MPTP inh	SENP6 inh
11	O=C(O)/C=C\c1cccc(-n2nnnc2SCc2ccccc2F)c1	-43	27	0.94	-1	1	-2	0.3	2
12	C=CCN=C1SCC(=O)N1S(=O)(=O)c1ccccc1	-6	15	1	1	6	-15	0.2	-7
13	COc1cc(C(=O)NCCN2CCOCC2)cc(OC)c1OC	-2	7	0.96	-5	1	-5	-0.8	-12
14	COc1ccccc1NC(=O)Nc1ccnn1C1CCN(C(=O)C2CCOC2)CC1 (stereo not drawn)	2	17	/	/	2	/	-0.2	/
15	COc1cc(NC(=O)CNC(=O)Cn2ccc3ccccc3c2=O)cc(OC)c1OC	-13	-14	0.94	-3	2	-7	-0.5	-2
16	CCc1ccc(NC(=O)CSc2nc3[nH]ncc3c(=O)[nH]2)cc1	-10	5	0.92	-1	-1	-3	1.1	-9
17	CC(NC(=O)c1ccc(-c2ccccc2)cc1)C(c1ccccc1)N1CCOCC1 (stereo not drawn)	17	11	0.82	6	0	-4	-0.1	-1
18	COc1cccc(/C=N/Nc2snc(SC)c2C#N)c1O	-4	-255	0.82	30*	-25	-24	99*	99*
19	O=C(N1CCCC1)C12CC3CCC(CC(C3)C1)C2	-3	4	1.1	-1	2	-6	-1.6	7
20	CC(C)Cc1nc(SCC(=O)NCC2CCCO2)c2c(=O)n(C)c(=O)n(C)c2n1 (stereo not drawn)	10	2	1.1	0	2	-3	1.4	0
21	Cc1cc(C(=O)Nc2c(C)nn(Cc3ccc(Cl)cc3)c2C)no1	3	13	1	0	1	-5	0.2	-28
22	CN(C)/C=C/C(=O)c1ccccc1OCc1cnc(Cl)s1	3	9	0.95	-1	-13	-5	2.0	-9
23	CC1CCCC(C)N1CCNC(=O)Nc1ccc(Cl)cc1 (stereo not drawn)	6	24	0.83	-1	-13	-7	8.3	-5
24	N#C/C(=C\c1c(N2CCN(c3ccccc3)CC2)nc2ccccn2c1=O)S(=O)(=O)c1ccccc1	-6	-5	0.89	-8	-37	0	0.3	5
25	COc1ccc(S(=O)(=O)N2CCC(C(=O)N[C@@H](C)C(=O)NCc3cccnc3)CC2)cc1	-7	8	/	/	2	/	0.1	/
26	CC1CCCC(C)N1C(=O)COC(=O)c1cc(-c2cccs2)nn1-c1ccccc1 (stereo not drawn)	7	-2	1.3	1	3	3	-1.4	1
27	O=C(O)COc1ccccc1/C=C1\C(=O)Nc2ccc(Br)cc21	-13	22	0.95	2	4	3	-0.7	-32
28	NC(=O)Cn1c(=O)n(CC(=O)N2CCCCC2)c(=O)c2sccc21	0	10	1.1	3	1	9	2.2	-17
29	O=C(NCC1CCCCC1)C1(CC2CC(c3ccc(Cl)cc3)=NO2)CCNCC1 (stereo not drawn)	-1	11	1	-1	2	5	1.1	-2
30	COc1ccc(NC(=O)CSCC(=O)Nc2cc(Cl)ccc2N2CCOCC2)cc1	10	0	1	0	1	-11	-2.7	-9
31	CS(=O)(=O)N(CCc1ccccc1)CC(N)=O	-3	33	0.85	-1	0	-10	0.2	0
32	Cc1ccc(NC(=O)C(C)OC(=O)Cc2c[nH]c3ccccc23)cc1 (stereo not drawn)	-2	0	0.86	/	-1	-4	1.2	-1
33	COc1ccc([N+](=O)[O-])cc1NC(=O)COC(=O)c1ccc(O)cc1	-11	14	1.1	-1	2	-2	-0.3	-37
34	COc1ccc(NC(=S)NCCCn2ccnc2)cc1	7	23	0.88	2	0	-4	-6.5	-8
35	COc1ccccc1CCNC(=O)C(C)n1nc(C)c2c(C)n(-c3ccccc3)nc2c1=O (stereo not drawn)	16	13	1.2	2	0	-2	1.5	1
36	Cc1cccc2sc(NC(=O)CSCc3ccccc3)nc12	12	7	1.3	-6	1	24	3.3	-21
37	CC(C)(Oc1ccc(Br)cc1Cl)C(=O)Nc1ccon1	-8	-9	0.96	13*	0	2	0.1	0
38	C=CCSC1=C(C#N)C(c2ccc(C(C)C)cc2)CC(=O)N1 (stereo not drawn)	18	8	0.86	0	3	-8	0.4	6
39	CCOc1ccccc1NC(=S)Nc1ccc2cn[nH]c2c1	19	-64	1.2	-1	-3	-4	1.2	1
40	CCOC(=O)CCCCCC(=O)Nc1ccc2c(c1)C(=O)N([C@H](C)CO)C[C@H](C)[C@@H](CN(C)S(C)(=O)=O)OCCCC[C@@H](C)O2	13	4	/	/	0	/	-2.2	/

# SENP6 inh, hit marks shown above
cpd	mol	PfG6PD inh	SENP8 inh	hIAP act	GRIN3A LBD mod	SENP1 FRET inh	ATG4B inh	MPTP inh	SENP6 inh
18	COc1cccc(/C=N/Nc2snc(SC)c2C#N)c1O	-4	-255	0.82	30*	-25	-24	99*	99*

# Further records follow.
cpd	mol	PfG6PD inh	SENP8 inh	hIAP act	GRIN3A LBD mod	SENP1 FRET inh	ATG4B inh	MPTP inh	SENP6 inh
41	CC(=O)Nc1nc(C)c(CCCOc2ccc([N+](=O)[O-])cc2)c(=O)[nH]1	-7	8	1.1	0	0	-2	0.4	0
42	Cc1nc2ccc(NC(=O)Cc3c(F)cccc3Cl)cc2s1	-10	15	1	2	-1	2	2.9	-22
43	O=C(CCCCCn1c(=O)[nH]c2ccccc2c1=O)N1CCN(Cc2ccc3c(c2)OCO3)CC1	-10	4	1	-2	-2	-19	9.1	10
44	CCc1nn(CC(=O)N2CCC(C(N)=O)CC2)c(=O)c2cc3occc3n12	-8	15	1.1	-1	2	-1	0.2	-3
45	CC1(c2nnc(-c3ccc(Cl)cc3)o2)CC(c2ccc(Cl)cc2)=NO1 (stereo not drawn)	15	7	0.92	-2	2	-2	0.5	-15
46	COC(=O)[C@H](CCSC)NC(=O)Cn1cnc2c(OCc3ccccc3)ncnc21	-5	13	0.98	1	2	/	0.2	-19
47	COc1ccc(CCNC(=O)NC2CCCCC2)cc1	-2	22	0.98	-2	-1	-6	-0.1	0
48	COc1cc2c(cc1OC)C(c1ccc(N(C)C)cc1)NCC2 (stereo not drawn)	8	14	1.2	4	1	-4	0.5	1
49	COc1ccc(N=c2scc(C)n2CCCN2CCCC2=O)cc1	-5	16	1.1	1	3	-15	-3.7	-3
50	O=S(=O)(Nc1ccc2c(c1)OCCO2)c1cnc[nH]1	-3	28	1.1	1	0	4	0.9	-13
51	C/C(Cc1ccccc1)=N\NC(=O)c1ccc(F)cc1	-9	-2	1.2	0	-1	-7	0.3	5
52	CCC(=O)Nc1ccc(-c2nnc(SCC(=O)Nc3nccs3)n2C)cc1	8	11	1	3	4	-8	9.8	7
53	CC(C)CC1(C(=O)NCCc2c[nH]c3ccccc23)C=CCN1C(=O)c1ccccc1 (stereo not drawn)	8	-1	0.98	-2	4	-7	-0.8	1
54	CC(c1nnnn1C(C)(C)C)N(Cc1cccnc1)Cc1ccccc1Cl (stereo not drawn)	-7	7	0.9	0	-2	-9	-6.8	5
55	O=[N+]([O-])c1cccc(/C=N/NC2=NS(=O)(=O)c3ccccc32)c1	0	19	0.97	0	4	-4	-1.0	-10
56	CC(C)(C)OC(=O)CNC(=O)c1[nH]cnc1C(=O)N[C@@H](Cc1ccccc1)C(=O)OC(C)(C)C	19	24	1.4	-14	3	-19	0.3	-7
57	CC(OC(=O)c1ccc(Cl)c(S(=O)(=O)N2CCc3ccccc32)c1)C(=O)Nc1ncc(Cl)cc1Cl (stereo not drawn)	-3	3	1.2	5	-2	-3	3.8	-6
58	CC(=O)c1cccc(NC(=S)NC2CCCCC2)c1	-15	5	1	2	-2	9	3.2	9
59	CC(c1ccc(O)cc1)(c1ccc(O)cc1)c1ccc(CCBr)cc1	-7	11	0.97	-24	0	-6	0.6	-9
60	Cc1onc(-c2c(F)cccc2Cl)c1C(=O)NNC(=O)C1CCN(Cc2ccccc2)CC1	-3	11	0.81	-2	2	-9	-1.5	-16
61	CCOC(=O)CC(=O)Nc1ccc(Br)cc1C(=O)O	9	13	0.83	-2	1	4	-0.1	-17
62	Cc1n[nH]c(C)c1CN(C)C(=O)c1cc(COc2ccc(F)c(F)c2)on1	4	0	1.3	0	-1	0	-0.2	7
63	C/C(=N\Nc1ccc([N+](=O)[O-])cc1)c1ccc(-n2nncc2C)cc1	3	-190	0.98	4	-28	27	12	-2
64	COc1ccc2cc3c(N)nn(C(=O)c4ccccc4Cl)c3nc2c1	5	-10	1.1	-1	0	-9	0.6	-12
65	CCN(CC(=O)Nc1ccc(Br)c(C)c1)CC(=O)NC(C)C	-6	21	0.9	0	0	3	-1.5	-17
66	CC(/C=C/c1ccco1)=N\NC(=O)c1cc(Cl)ccc1O	5	-288	0.98	-1	-4	22	2.8	-15
67	Cc1c(C(=O)NCc2cccs2)oc2ccc(Br)cc12	-13	5	0.9	-8	-11	-4	3.1	-9

# Results in hIAP act, for some of the entries so far:
entry	compound	hIAP act
62	Cc1n[nH]c(C)c1CN(C)C(=O)c1cc(COc2ccc(F)c(F)c2)on1	1.3
63	C/C(=N\Nc1ccc([N+](=O)[O-])cc1)c1ccc(-n2nncc2C)cc1	0.98
64	COc1ccc2cc3c(N)nn(C(=O)c4ccccc4Cl)c3nc2c1	1.1
65	CCN(CC(=O)Nc1ccc(Br)c(C)c1)CC(=O)NC(C)C	0.9
66	CC(/C=C/c1ccco1)=N\NC(=O)c1cc(Cl)ccc1O	0.98
